SENP8 block-1: SENP8 protease inhibitors, primary screen, biochemical, luminescence. Sentrin-specific protease 8 (Homo sapiens), Q96LD8. purified SENP8, Z-RLRGG-aminoluciferin cleavage. inhibition, % at 10 µM. 330,000 compounds, 1.2% hits. AID 2540, 2010; in the data active = inhibition above about 50%
SENP7 block: SENP7 protease inhibitors, primary screen, biochemical, luminescence, uHTS; Sentrin-specific protease 7 (Homo sapiens), Q9BQF6; recombinant SENP7, Z-RLRGG-aminoluciferin luminescence, 40 min; inhibition, % at 5 µM; 330,000 compounds, 1.5% hits; AID 434973, 2010;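 active = inhibition above about 50% at the single test dose, limit read from the data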;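 also: plate controls were DMSO with enzyme for no effect and no enzyme buffer wells for full effect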
Target sequence (Q9BQF6 706-1050 limits assumed): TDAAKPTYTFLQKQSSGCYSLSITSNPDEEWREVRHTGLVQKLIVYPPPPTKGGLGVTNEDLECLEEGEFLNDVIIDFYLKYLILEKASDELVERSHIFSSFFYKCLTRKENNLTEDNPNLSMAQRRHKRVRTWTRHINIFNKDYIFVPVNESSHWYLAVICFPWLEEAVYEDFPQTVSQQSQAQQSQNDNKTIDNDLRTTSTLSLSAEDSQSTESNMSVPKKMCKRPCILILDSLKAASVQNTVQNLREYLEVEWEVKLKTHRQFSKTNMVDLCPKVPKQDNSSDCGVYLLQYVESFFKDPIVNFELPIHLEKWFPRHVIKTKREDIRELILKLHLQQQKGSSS
Apaf1 inhib: inhibitors of human Apaf-1 apoptosome, primary screen, biochemical, DEVD-Rh110 fluorescence, uHTS; reconstituted apoptosome caspase-3 activity; inhibition, % at 20 µM; 330,000 compounds, 0.71% hits; AID 489030, 2010; active = inhibition of at least 40% at 20 µM;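 also: plate controls were DMSO wells for no effect and DEVD-CHO caspase inhibitor wells for full effect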
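Material: reconstituted apoptosome with Apaf-1, cytochrome c, caspase-9, procaspase-3, dATP. Technique: Rh110 fluorescence intensity. Buffer or medium: pH 7.5 Hepes buffer with CHAPS, BSA, DTT. Times: 30 min plus 50 min, RT.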
SENP1 FRET inh: human SENP1 catalytic domain inhibitors, primary screen, biochemical, FRET, uHTS | 360,000 compounds, 0.21% hits | Sentrin-specific protease 1 (Homo sapiens), Q9P0U3 | inhibition, % at 10 µM | recombinant SENP1 catalytic domain, CyPet-SUMO1-YPet FRET cleavage;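 active = inhibition at least 30% at 10 µM, raw YFP signal under a set limit, fluorescence ratio 0.5 to 1.5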;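 also: 0% = enzyme with DMSO and 100% = no enzyme wells; some results filed as inactive read as strong as hits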
Target sequence (Q9P0U3 419-644 limits assumed): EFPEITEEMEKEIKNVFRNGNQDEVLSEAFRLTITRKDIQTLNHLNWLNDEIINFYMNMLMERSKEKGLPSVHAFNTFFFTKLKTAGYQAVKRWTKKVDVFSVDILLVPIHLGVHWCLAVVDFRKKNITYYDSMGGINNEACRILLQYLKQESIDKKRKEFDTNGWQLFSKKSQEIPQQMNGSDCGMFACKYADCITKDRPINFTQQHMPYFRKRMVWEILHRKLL
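Test system: recombinant human SENP1 catalytic domain, His6-tagged / Medium: pH 8 Tris buffer with EDTA, NaCl, BME, BSA, NP40, catalase / Also added: SUMO1 FRET substrate flanked by Cypet and Ypet, 25 nM / Times: 50 min reaction at room temperature / Signal: FRET, CFP and YFP emission / Control set: no-enzyme low control and enzyme-plus-DMSO high control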
PfG6PD inh: PfG6PD enzyme inhibitors, primary screen, biochemical, fluorescence intensity, uHTS; PfGluPho enzyme, NADPH resazurin-diaphorase fluorescence; glucose-6-phosphate dehydrogenase-6-phosphogluconolactonase (Plasmodium falciparum 3D7); 350,000 compounds, 0.78% hits; inhibition, % at 20 µM;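 active = inhibition reaching at least a set limit at 20 µM in the primary screen, cut at about 59% in these data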;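 also: 0% = DMSO wells with substrate and 100% = DMSO wells lacking glucose-6-phosphate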
HKDC1 inh: HKDC1 hexokinase inhibitors, primary screen, biochemical, fluorescence, uHTS; Q2TB90; recombinant HKDC1, G6PDH/diaphorase resazurin coupled fluorescence; inhibition, % at 20 µM; 340,000 compounds, 0.16% hits;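 active = inhibition above about 35% when tested at 20 µM, limit read from the data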;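 also: plate controls were DMSO wells with enzyme for no effect and DMSO wells lacking enzyme for full effect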
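Test system: recombinant HKDC1 (HK5) hexokinase enzyme, produced in-house; Amount: enzyme 5 µg/mL final; Buffer or medium: Tris pH 8.0 buffer with MgCl2, Tween-20, BSA, BME; Reagent: glucose and ATP substrates; Doses: 20 µM test compound, 1% DMSO; Incubation: 90 min reaction incubation at room temperature, dark; Detection: resorufin fluorescence at 613 nm.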
NLRP3 yeast inh: NALP3 inflammasome inhibitors in reconstituted yeast, primary screen, luminescence, uHTS; Yeast reconstituted NLRP3/ASC/caspase-1, beta-gal luminescence, 24 h; inhibition, % at 10 µM; 330,000 compounds, 0.39% hits;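 active = inhibition of 50% or more; inactive = inhibition below 50%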;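 also: plate controls were induced DMSO wells for no effect and uninduced yeast grown without galactose for full effect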
SENP8 block-2: human SENP8 protease inhibitors, primary screen, biochemical, fluorescence, Nedd8 protein substrate, uHTS. recombinant SENP8. 360,000 compounds, 0.64% hits. inhibition, % at 20 µM. AID 602440, 2012. Sentrin-specific protease 8 (Homo sapiens), Q96LD8; in the data active = inhibition mostly above about 40%, no sharp cut-off; inactive = mostly below about 27%
SENP6 block: SENP6 protease inhibitors, primary screen, biochemical, luminescence, uHTS; Sentrin-specific protease 6 (Homo sapiens), Q9GZR1; Recombinant SENP6 catalytic domain, aminoluciferin luminescence; inhibition, % at 10 µM; 330,000 compounds, 1.8% hits; AID 2599, 2010;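 active = inhibition above about 50% at the single tested dose, limit read from the data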;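 also: plate controls were DMSO wells with enzyme for no effect and DMSO wells lacking enzyme for full effect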
Target sequence (Q9GZR1 628-1112 limits assumed): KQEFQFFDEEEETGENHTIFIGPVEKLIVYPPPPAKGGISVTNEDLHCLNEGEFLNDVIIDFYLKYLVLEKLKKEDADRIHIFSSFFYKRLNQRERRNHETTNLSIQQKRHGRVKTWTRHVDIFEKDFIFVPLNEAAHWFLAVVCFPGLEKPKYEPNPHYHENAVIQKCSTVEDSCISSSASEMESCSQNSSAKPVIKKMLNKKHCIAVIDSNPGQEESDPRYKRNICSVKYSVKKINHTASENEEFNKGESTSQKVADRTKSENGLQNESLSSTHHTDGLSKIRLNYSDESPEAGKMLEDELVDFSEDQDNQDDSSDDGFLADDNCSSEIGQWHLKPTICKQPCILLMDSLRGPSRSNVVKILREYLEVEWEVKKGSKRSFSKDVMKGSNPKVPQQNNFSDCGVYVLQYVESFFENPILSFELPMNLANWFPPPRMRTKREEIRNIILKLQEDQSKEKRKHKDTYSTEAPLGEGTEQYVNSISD
* hit, by the source's call; . = not tested or not shown. The order is random. About 4.1% of those tested had a hit in this group.

SMILES	SENP8 block-1	SENP7 block	Apaf1 inhib	SENP1 FRET inh	PfG6PD inh	HKDC1 inh	NLRP3 yeast inh	SENP8 block-2	SENP6 block
CCOC(=O)C1=NN(c2ccccc2)C(=O)/C1=C\c1ccc(N(C)C)cc1	-10.3	-2.9	5.8	0.6	3.7	1.2	5.4	5.3	-7.4
Cn1ncc([N+](=O)[O-])c1C(=O)Nc1ccc(C2CCCCC2)cc1	-0.2	-4.6	20.2	0.0	3.7	-4.3	-0.3	-3.0	-0.4
O=C(CSc1ccc(-c2ccccn2)nn1)NC1CCCCC1	6.0	0.0	-11.5	1.8	13.0	-8.7	9.3	-22.4	0.1
O=C(Cc1cccs1)NCCc1cn2ccccc2n1	5.2	-0.8	-4.2	-8.2	2.0	-0.9	-1.0	-9.8	6.5
O=C(Nc1ccc(C(=O)N2CCC(N3CCCC3)CC2)cc1)c1ccc(Br)o1	8.9	0.2	4.9	-2.2	22.1	1.0	20.7	1.0	-9.4
COc1ccc(NC(=O)NCc2ccc3c(c2)OCO3)cc1OC	-1.1	-0.4	-4.3	0.7	-2.2	-1.3	22.1	6.3	-4.6
CCC(Oc1ccccc1)C(=O)Nc1ccccc1N1CCCC1 (stereo not drawn)	-0.1	1.8	29.4	-10.8	9.7	0.5	11.5	10.7	-1.6
Cc1cc(C(=O)OCC(=O)N2CCC(C)CC2)c2ccccc2n1	-2.8	-9.7	-2.8	0.9	0.1	-0.9	5.8	-16.0	-4.4
CS(=O)(=O)N(CC(=O)NCc1ccncc1)c1ccc(F)c(Cl)c1	5.0	-2.7	-8.8	0.1	-8.6	-8.6	11.1	5.5	9.1
CCOc1ccc(OCC)c(NC(=O)C2CCCN(S(=O)(=O)c3c(C)noc3C)C2)c1 (stereo not drawn)	2.7	-1.2	16.7	1.3	-8.5	-4.6	-3.1	8.7	0.5
COC(=O)c1cc(S(=O)(=O)N2CCN(c3cccc(C)c3)C(C)C2)c[nH]1 (stereo not drawn)	1.1	-3.0	12.1	-0.1	-8.3	-1.1	21.1	10.6	20.7
CCc1nnc(N/N=C/c2ccc(-c3ccc([N+](=O)[O-])cc3)o2)n1N	7.8	3.0	28.2	45.2	68.6*	8.0	19.9	30.5	13.3
CN(/N=C/c1ccc(Br)o1)C1=NS(=O)(=O)c2ccccc21	-2.5	3.2	8.4	-123.3	8.9	-10.2	4.4	-302.9	9.7
NC1=NC(c2ccccc2)CC(=O)N1 (stereo not drawn)	.	.	.	0.4	-4.9	-4.9	.	2.5	.
O=C(Nc1ccccc1F)c1ccccc1-c1ccccc1	3.1	0.8	-42.2	1.6	0.2	-3.1	13.2	4.4	-4.4

Among those listed so far, these have a nitro group on carbon:
SMILES	SENP8 block-1	SENP7 block	Apaf1 inhib	SENP1 FRET inh	PfG6PD inh	HKDC1 inh	NLRP3 yeast inh	SENP8 block-2	SENP6 block
Cn1ncc([N+](=O)[O-])c1C(=O)Nc1ccc(C2CCCCC2)cc1	-0.2	-4.6	20.2	0.0	3.7	-4.3	-0.3	-3.0	-0.4
CCc1nnc(N/N=C/c2ccc(-c3ccc([N+](=O)[O-])cc3)o2)n1N	7.8	3.0	28.2	45.2	68.6*	8.0	19.9	30.5	13.3

Further results follow:
SMILES	SENP8 block-1	SENP7 block	Apaf1 inhib	SENP1 FRET inh	PfG6PD inh	HKDC1 inh	NLRP3 yeast inh	SENP8 block-2	SENP6 block
COc1ccc(S(=O)(=O)N2CCCC2CNC(=O)c2cccc(OC)c2)cc1 (stereo not drawn)	-7.4	-1.7	5.8	-1.6	-1.8	-2.5	4.2	17.4	-12.9
Cc1ccc(S(=O)(=O)N2CCCCC2)cc1C(=O)NC1CC(C)(C)NC(C)(C)C1	-1.1	-5.5	0.4	0.2	1.5	-1.6	11.1	9.6	0.5
COc1ccc(OC)c(NC(=O)C2CCN(c3ncccn3)CC2)c1	9.9	4.2	-14.2	-1.6	-4.3	8.2	-5.1	-30.8	11.4
Cc1ccc(C)c(C(=O)CCC(=O)N2CCN(c3cccc(C(F)(F)F)c3)CC2)c1	-9.4	7.2	25.7	-0.1	6.2	5.0	-4.5	9.2	-1.9
CCc1noc(C)c1C(=O)NNC(=O)COc1ccc(C)cc1	15.8	-7.0	1.0	1.9	12.8	-7.3	14.3	6.2	-5.6
Cc1ccc(NC(=O)CSc2nc(O)cc(=O)n2C)cc1	1.9	4.5	-6.1	2.6	-11.4	-4.0	-16.8	14.7	7.2
Cc1nnc(SCc2ccccc2Cl)n(N)c1=O	0.5	3.9	-7.1	2.9	5.6	-1.0	0.0	4.2	-2.5
C=CCNC(=S)N1CCN(CCN=CC2=C(O)CC(c3ccco3)CC2=O)CC1 (stereo not drawn)	0.7	-4.0	9.0	-0.6	7.7	8.6	15.1	15.8	-8.8
COC(=O)c1sccc1NC(=S)Nc1cc(C)cc(C)c1	-11.7	-5.7	2.8	0.2	11.4	-6.7	-3.6	25.4	-10.6
CC(=O)c1sc(N/N=C2\CC3CC2C(C)C3(C)C)nc1C (stereo not drawn)	-0.7	-5.2	10.7	-3.6	16.9	-1.2	14.8	-139.9	7.0
O=C(O)c1cc(-c2ccc(O)cc2)nc2ccccc12	3.2	-0.9	-21.6	.	.	.	1.3	.	8.9
CCOC(=O)/C(C(=O)Nc1ccc(Br)cc1)=C1/NC(C)(C)Cc2ccccc21	1.7	10.6	17.1	0.4	18.6	0.6	6.0	23.6	-12.5
CCN1CCN(S(=O)(=O)c2ccc(Cl)c(C(=O)Nc3nnc(CC(C)C)s3)c2)CC1	6.9	-4.2	2.0	1.6	-18.1	-0.8	-7.5	5.6	-2.7
COc1cccc(C(=O)C[n+]2ccccc2/C=N/O)c1	-11.9	-1.7	10.0	-4.6	-2.8	-3.8	17.3	-10.0	-15.1
c1ccc2c(c1)CCN(c1nc(CN3CCOCC3)nc3sc4c(c13)CCCC4)C2	-13.2	-5.7	18.0	-4.0	16.7	16.1	11.8	-139.5	-12.5
CC(=O)c1c(C)[nH]c(C(=O)OCC(=O)NCCc2ccc(F)cc2)c1C	-3.2	-4.6	3.0	0.6	-8.6	3.7	-2.5	8.0	-32.7
O=C(O)CC/C(=N\Nc1ccc([N+](=O)[O-])cc1)c1ccccc1	39.4	-1.7	-11.9	-37.1	2.7	-0.5	31.4	-21.6	32.3
C/C(=N/NC(=O)CN1CCN(Cc2ccccc2Cl)CC1)c1ccncc1	-0.3	0.5	4.3	0.4	-20.3	12.7	12.4	15.1	-1.7
Nc1ccccc1-c1ccn[nH]1	.	.	.	-0.9	18.8	-6.7	.	-49.4	.
Cc1ccc2oc3nc(C)c(C(=O)Nc4cccc(C(F)(F)F)c4)cc3c(=O)c2c1	-8.7	-9.6	-9.3	1.0	-1.2	-4.6	20.5	3.8	4.3
COc1ccccc1C1=NOC(C)(c2sc(-c3ccccc3)nc2C)C1 (stereo not drawn)	1.6	1.5	-1.6	2.3	1.4	-4.4	6.7	-3.9	-8.5
O=C(c1ccc(Cl)cc1)N1CCCC(C(=O)N2CCCCC2)C1 (stereo not drawn)	-0.4	6.6	8.1	1.4	4.0	0.7	3.7	6.1	-4.4
COC(=O)c1nc2n(n1)C(c1ccc(OC)c(OC)c1)C(C(=O)OC1CCCCC1)=C(C)N2 (stereo not drawn)	-0.9	0.6	11.5	3.2	-11.7	-3.3	4.0	11.2	-7.2
CCCN(c1ccccc1F)S(=O)(=O)c1cc(-c2cc(C)no2)ccc1OC	6.9	3.9	8.1	1.5	5.5	-0.6	5.3	16.6	17.5
CCN1CCN(c2cc(SC(C)C)nc(-c3ccc(OC)cc3)n2)CC1	.	.	.	1.1	23.8	1.5	.	8.6	.
CCOC(=O)CSc1cc(=O)n(C)c2cc(Cl)ccc12	-0.2	-0.4	7.0	1.8	7.0	2.7	17.5	-29.0	0.1
CC1Oc2ccccc2OC1(O)c1ccc2ccccc2n1 (stereo not drawn)	-3.2	3.6	-10.4	1.5	2.9	-8.2	27.4	13.5	-0.7
O=C(NCc1ccccc1)c1cc2ccccc2o1	1.8	6.9	5.8	0.6	-3.5	-1.4	20.7	7.8	-4.2
COc1ccc(-n2c(SC3CCOC3=O)nc3ccccc3c2=O)cc1OC (stereo not drawn)	-4.7	-6.6	0.4	0.4	7.5	8.5	11.7	-7.2	6.0
O=C(Nc1ccc(Cl)c(C(F)(F)F)c1)[C@@H]1CC=C[C@@H]2CCN(C3CC3)C(=O)[C@@H]21	4.6	-13.2	7.6	3.7	33.3	-1.7	1.8	3.5	-22.2
COc1ccc(C)cc1NC(=O)CSc1nnc(-c2ccc(Br)cc2)o1	-0.6	6.1	18.5	2.0	18.7	-10.0	25.0	4.2	3.5
O=C(Nc1cccc(Cl)c1)NC1CCCCC1	2.0	-2.9	2.9	1.8	10.5	-4.2	17.4	15.1	9.7
COc1ccccc1CN1CC(C(=O)NCc2c(F)ccc(C)c2F)CCC1=O (stereo not drawn)	-8.1	-10.5	-10.0	2.2	-19.1	-1.6	2.3	14.4	-16.1
COC(=O)c1scc(C)c1NC(=O)c1cccc(C#N)c1	-0.8	-1.2	-3.6	2.6	1.0	-3.2	23.6	12.1	9.2
COc1ccc(CNc2nc3ccccc3n2CCN2CCOCC2)cc1	-1.9	-0.2	-0.7	-1.1	10.6	-4.5	8.4	14.3	-11.6
CCCCOc1ccc(NC(=O)Cn2c(=O)ccc3c(C)cc(C)nc32)cc1	8.8	2.8	23.1	-1.1	-6.2	0.4	0.8	25.8	0.3
COc1ccc(C)cc1N(CC(=O)NCCSCc1ccco1)S(=O)(=O)c1ccc(C)cc1	-0.7	-9.2	28.6	-0.6	20.1	-2.7	9.9	12.3	9.5
Cc1cc(Cl)ccc1NC(=O)CN1CCN(C(=O)c2ccco2)CC1	8.1	-2.1	-3.2	-1.1	-7.3	-3.2	19.6	5.9	0.3
Fc1ccc2c(c1)[C@H]1OCC[C@H]1[C@@H](c1ccco1)N2	-6.0	-2.0	-0.3	3.6	0.8	-1.6	29.5	-270.7	-10.1
Nc1[nH]n2c(=O)cc(-c3ccccc3)nc2c1N=Nc1ccc2c(c1)OCO2	16.3	9.9	39.0	.	.	.	30.2	.	19.4
CN(Cc1cccc(F)c1)C(=O)c1ccc(S(=O)(=O)C(F)F)cc1	-4.3	4.8	-4.2	3.6	-6.9	-10.3	-14.9	20.0	2.2

Bioassay records (PubChem)
